Pf Dd2 inh: inhibitors of Plasmodium falciparum Dd2 growth; P. falciparum Dd2 growth, SYBR Green, 72 h; Potency, µM (series often up to 28.9 µM), for inactives: at the highest dose activity, negative = inhibition, usual class: inhibitors; hit rate 4.3% among 120,000; AID 1347417; active = well fitted inhibition curve with a large enough effect; inconclusive = small, poorly fitted or top-dose-only effect; inactive = no such curve, though single readings can be large or run the other way;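 also: plate controls were DMSO vehicle for no effect and reference drug for full effect; nearly all actives have a fitted effect of over 65% in size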
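Infected erythrocytes (Dd2, 0.3% parasitemia, 2.5% hematocrit final) are added to compound in RPMI-1640/Albumax II medium, grown 72 h at 37C in low oxygen, then lysed with saponin/Triton-X containing SYBR Green and read by fluorescence.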
An asterisk follows results filed as active; i = inactive; u = inconclusive; & = joins results of further samples; [ ] = dose if it differs, or a comment. Potency is read from the fitted curve at half-maximal effect. Some of the compounds tested. The share of hits here may be higher or lower than overall.

SMILES	Pf Dd2 inh
Cc1cccc(-c2nc(CN3CCCC(C(=O)N4CCN(c5cc(Cl)ccc5C)CC4)C3)c(C)o2)c1 (stereo not drawn)	-17.1%
COCc1nc(CCN)no1	-11.4%
CCOC(=O)c1ccc(NC(=O)CN(c2ccc(C)cc2)S(=O)(=O)c2c(C)noc2C)cc1	-27.7%
Cc1c(CCNC(=O)c2ccc(C(F)(F)F)cc2)sc2nc(-c3ccc(F)cc3)nn12	-10.8%
CCOC(=O)c1nc(Nc2ccc(OC)cc2)c2ccccc2n1	20.2%
O=C1NCC(=O)N2CCN(C(=O)Nc3ccccc3Oc3ccccc3)CC12 (stereo not drawn)	-8.9%
CN1CC(=O)N(C2CCCNC2)Cc2c(NCCc3cccc(F)c3)ncnc21 (stereo not drawn)	1.0%
CC1CCN(CCCNC(=O)c2cc(Sc3ccc(F)cc3)nc3ccccc23)CC1	u
CCCCN(CCCNC(=O)c1cc(Nc2cccc(SC)c2)nc2ccccc12)Cc1ccccc1	u
Fc1ccc(NCc2ccccc2-c2nnc(-c3ccccc3Cl)o2)cc1	12.6µM*
CCOc1ccccc1N(CC)C(=O)c1ccc2c(=O)n3c(nc2c1)CCCCC3	u
O=C(c1cc(-c2cnccc2Cl)c2cccn2n1)N1CCN(c2ncccn2)CC1	4.8%
COc1ccccc1CC(=O)NC1CCN(c2cnn(C)c(=O)c2)CC1	19.4%
COCc1nncn1C1CCN(S(=O)(=O)c2ccc(C(F)(F)F)cc2)CC1	-0.6%
O=C1CCN(C(=O)c2ccccc2)CCCC(C(=O)NCCN2CCc3ccccc3C2)CCN1 (stereo not drawn)	2.7%
O=C1CCCCC(Cc2ccccc2)(C(=O)NCCc2ccccc2)N1 (stereo not drawn)	-19.0%
Cc1ccccc1N1CCCN(Cc2ccccc2OCCO)CC1	u
COc1cccc(N2C(=O)NC(=NC3CCCCC3)C23CCN(C(=O)c2ccc(C)cc2)CC3)c1	u
CCC(Oc1ccc(F)cc1)C(=O)Nc1nc(-c2ccc(F)cc2)ns1 (stereo not drawn)	-4.5%
CO[C@H]1[C@H](NC(=O)c2ccc(C)c(O)c2)c2ccccc2C12CCNCC2	-6.1%

Grouped by structure, those above containing four or more nitrogen atoms.
SMILES	Pf Dd2 inh
Cc1cccc(-c2nc(CN3CCCC(C(=O)N4CCN(c5cc(Cl)ccc5C)CC4)C3)c(C)o2)c1 (stereo not drawn)	-17.1%
Cc1c(CCNC(=O)c2ccc(C(F)(F)F)cc2)sc2nc(-c3ccc(F)cc3)nn12	-10.8%
O=C1NCC(=O)N2CCN(C(=O)Nc3ccccc3Oc3ccccc3)CC12 (stereo not drawn)	-8.9%
CN1CC(=O)N(C2CCCNC2)Cc2c(NCCc3cccc(F)c3)ncnc21 (stereo not drawn)	1.0%
CCCCN(CCCNC(=O)c1cc(Nc2cccc(SC)c2)nc2ccccc12)Cc1ccccc1	u
O=C(c1cc(-c2cnccc2Cl)c2cccn2n1)N1CCN(c2ncccn2)CC1	4.8%
COc1ccccc1CC(=O)NC1CCN(c2cnn(C)c(=O)c2)CC1	19.4%
COCc1nncn1C1CCN(S(=O)(=O)c2ccc(C(F)(F)F)cc2)CC1	-0.6%
O=C1CCN(C(=O)c2ccccc2)CCCC(C(=O)NCCN2CCc3ccccc3C2)CCN1 (stereo not drawn)	2.7%
COc1cccc(N2C(=O)NC(=NC3CCCCC3)C23CCN(C(=O)c2ccc(C)cc2)CC3)c1	u

(list continues)
SMILES	Pf Dd2 inh
Cc1cccc(CNC(=O)CC2CCOCC2)c1	46.1%[activator]
CCc1nncn1C1CCN(S(=O)(=O)c2cc(F)ccc2C)CC1	2.4%
Cc1ccccc1-n1nc(C)c([C@H]2C=C[C@@H](OC(=O)N[C@H](C)c3ccccc3)C2)c1C	-8.1%[44.1 µM]
COCCNC(=O)C[C@@H]1C[C@H]2O[C@H](CNC3CCNCC3)[C@@H](O)[C@H]2O1	20.0%[44.1 µM]
CN(Cc1cccc(C(F)(F)F)c1)C(=O)c1cccc(C(F)(F)F)c1	u
Cc1c(CN2C[C@@H]3C(=O)N(CCCN4CCCC4=O)C(=O)[C@@H]3C2)cnn1C	20.1%
COC(=O)c1ccc2nc(C[C@@H]3C[C@@H](C(C)C)[C@H](CNCc4ccccc4O)C=C3C)[nH]c2c1	-12.2%
Cc1cc(CN(C)C(=O)C2C3C(=O)N(Cc4ccc(C)c(C)c4)C[C@@]34C=C[C@@H]2O4)no1 (stereo partly drawn)	-14.8%
O=C(COc1ccccc1)N1C[C@@H](F)[C@@H](OCc2nc3ncccc3[nH]2)C1	u
CCCCCNC(=O)Cc1csc2nc(C)c(-c3cc(C)n(-c4ccccc4F)n3)c(=O)n12	i
CCOc1ccc(-n2c(SCC(=O)NCc3ccccc3)nc3n[nH]c(C)c3c2=N)cc1	i
COc1ccccc1NC(=O)Cn1c(=O)n(Cc2ccco2)c(=O)c2cccnc21	12.7%
O=C(Cc1ccccc1)Nc1c(C(=O)c2ccccc2)oc2ccccc12	19.4%
CC(C)(C)C(=O)N1CCC2(CNS(=O)(=O)c3cnccc3O2)C1 (stereo not drawn)	11.1%
O=C(NCC(c1cccs1)S(=O)(=O)c1cccs1)c1ccccc1F (stereo not drawn)	18.1%
Cc1nn(-c2ccc(F)cc2)c(C)c1[C@@H]1C=C[C@@H](NC(=O)CC(C)(C)CC(=O)O)C1	u
COc1cccc([S+](=O)([O-])N2CCC3(CC2)C(=NC2CCCC2)NC(=O)N3c2cc(F)cc(F)c2)c1	i
Cc1ccc(-n2c(=O)cc(N3CCN(c4ccccc4Cl)CC3)[nH]c2=O)cc1	0.8%
COCCCNC(=O)C1CCCN(c2ncnc3onc(C)c23)C1 (stereo not drawn)	-2.6%
CCn1ccc(C(=O)NC2CCCN(c3cc(-c4ccc(F)cc4)[nH]n3)C2)n1 (stereo not drawn)	-4.5%
O=C(c1cccc(F)c1)N1CC[C@H]2COC(=O)N2c2cc(F)ccc2C1	10.9%[44.1 µM]
CCCN(CC1CCOC1)S(=O)(=O)c1cc(F)cc(F)c1 (stereo not drawn)	39.3%[activator][5.79 µM]
COc1ccccc1C(=O)N1CCCC2(C1)NC(=O)c1ccccc1O2 (stereo not drawn)	17.0%
C1CCC(COCCc2noc(C3CCCN3)n2)C1 (stereo not drawn)	-27.8%
COc1ccc(-c2[nH]nc3ncc(C(=O)NCc4ccc(F)cc4)nc23)c(C)c1	-20.9%[44.1 µM]
CN1CCN(c2nc3c(c(=O)[nH]2)CCN(Cc2ccc(F)cc2Cl)CC3)CC1	7.8%[5.79 µM]
COc1ccc(Cn2c(NCC(C)C)nc3c2c(=O)n(C)c(=O)n3C)cc1	-15.0%
CC1CCC2(CC1)NC(=O)N(CC(=O)NC(C)C)C2=O (stereo not drawn)	14.6%
Cc1ccc(-n2cnc3cc(C(=O)NCc4ccccc4Cl)ccc32)c(C)c1	-17.8%
NCc1cccc(-c2cccc(C(F)(F)F)c2)c1	11.2µM*
O=C(C1CCCN(S(=O)(=O)c2cccc3nonc23)C1)N1CCN(c2cccc(C(F)(F)F)c2)CC1 (stereo not drawn)	u
COCCN(C)C(=O)c1ccc2c(c1)NC(C)(CCCCc1ccccc1)CO2 (stereo not drawn)	i
Cc1c(Cl)cccc1NC(=O)CNS(=O)(=O)c1cccs1	i
C=C[C@H]1CN2CC[C@H]1C[C@@H]2CNCc1ccccc1	u
Cc1cccc(N2CC(c3nc4ccccc4n3CCC3CCCCC3)CC2=O)c1 (stereo not drawn)	u
O=C1NCCCCCCN(C(=O)c2cccs2)[C@H]2C[C@H](C(=O)N3CCc4ccccc4C3)C[C@@H]12	u
COc1ccc(N2CC(c3noc(-c4ccc(OC)cc4OC)n3)CC2=O)cc1 (stereo not drawn)	6.7%
CS(=O)(=O)c1ccc(-c2cnc([C@@H]3COCCN3Cc3cnc4ccccc4c3)[nH]2)cc1	u
CSc1cccc(NC(=O)N[C@H]2CCN(C(=O)c3cccn3C)[C@@H]2C(=O)N[C@@H](Cc2cccs2)C(N)=O)c1	-20.0%
COc1ccc(N2CCN(C(=O)C3CCN(S(=O)(=O)c4cn(C)cn4)CC3)CC2)cc1	4.6%
COC1CCC12CCN(C(=O)c1ccoc1)CC2 (stereo not drawn)	1.2%
O=C(Cn1nc(C(F)(F)F)c2c1CCC2)Nc1ccc(Cl)cc1	-25.3%
C=Cc1ccc(Cn2c(C(=O)O)c(CNC3CCCCC3)c3ccc(OC)cc32)cc1	11.2µM*
Cc1cccc(-c2noc(CCCC(=O)NCc3ccco3)n2)c1	-14.0%
CCCCc1ccc(NC(=O)Cn2ccn3nc(-c4ccccc4)c(CO)c3c2=O)cc1	-17.9%
COC[C@H]1C[C@@H](NCc2ccc(OC(F)(F)F)cc2)[C@H](O)[C@@H]1O	i
Cc1ccccc1-c1nn(-c2ccc(F)cc2F)cc1CN1CCC[C@@H]1C(N)=O	-16.9%
COc1ccc(CC(=O)N2Cc3ccccc3CC3(CCCCN3C)C2)cc1 (stereo not drawn)	u
O=C(c1ccc(Cl)cc1)N1CCC(N2CCCC2=O)CC1	i
CNC(=O)CCCN1C(=O)c2cccnc2Sc2ccccc21	5.1%
COCCNC(=O)C1COC2(CCN(C(=O)c3ccccc3Cl)CC2)N1C(=O)c1ccccc1C (stereo not drawn)	-17.4%
CN(Cc1ccc(F)cc1)S(=O)(=O)c1nnc(NC(=O)c2ccccc2Br)s1	i
Cc1ccc(-c2nc3c(c(SCC(=O)N4CCCCC4)n2)Cc2cc(C)ccc2O3)cc1	-21.5%
CCC(C)NC(=O)Cn1c(=O)c2cccn2c2ccc(F)cc21 (stereo not drawn)	20.3%
CN(C)[C@@H]1[C@@H](NC(=O)C2(S(=O)(=O)c3ccccc3)CC2)[C@H]2CCO[C@H]21	-15.3%
O=C(Cc1c[nH]c2ncc(-c3ccccc3)cc12)NCCN1CCOCC1	u
COC(=O)[C@H](NC(=O)[C@@H]1[C@@H](NC(=O)Nc2cccc(OC)c2)CCN1C(=O)c1cccn1C)C(C)C	-16.8%
Cc1ccsc1C(=O)NCC1Cn2cccc2C(=O)N1CC(C)C (stereo not drawn)	-23.1%
CCC(O)C1CCN(C(=O)c2cnn3cc(CN(CC)CC)cnc23)CC1 (stereo not drawn)	-2.0%
CN(C)Cc1nnc(C2CC(NC(=O)c3coc4ccccc34)C2)n1C (stereo not drawn)	-10.9%&-7.8%

Next section
SMILES	Pf Dd2 inh
CN(C)C[C@@H]1CN(C2CCOCC2)C[C@H]1NC(=O)c1ccc2cc[nH]c2c1	18.4%
CC#CCn1cc2c3c(cccc31)[C@H](CC(C)C)N[C@H](C(=O)NC1CCCC1)C2	u
Cc1nc(N2CCC(NC(=O)c3sccc3C)CC2)cc(C(F)(F)F)n1	-1.2%
CCCC(CCC)C(=O)Nc1nnc2n1CCS2	10.2%
CCc1cccc(C)c1NC(=O)CSc1nc2ccccc2nc1N1CCOCC1	i
CC1(C)N=C(c2ccccc2)C(=O)N1CC(=O)N1CCN(c2ccccc2)CC1	i
O=C(NCc1cccc(F)c1)c1cc2c(s1)CCN(C(=O)c1ccccc1)C2	-20.1%
O=C(NCc1cccnc1)C1=NOC2CN(C(=O)C3CC3)CC12 (stereo not drawn)	12.2%
CCc1ccc(Nc2nnc(-n3nc(C)cc3C)c3ccccc23)cc1	41.4%[activator][5.79 µM]
COC[C@H]1C[C@@H](NC(=O)c2cc(C)n(C)n2)[C@H](O)[C@@H]1O	4.6%[44.1 µM]
CC(=O)c1cccc(NC(=O)Cn2ccn3nc(-c4ccccc4)cc3c2=O)c1	i
CCOCc1nc(C2CCCN(C(=O)Cc3ccc(OC)cc3)C2)no1 (stereo not drawn)	8.9%
O=c1cc(-c2ccccc2)n2c(SCc3ccccc3)nnc2[nH]1	i
CCN(CC)c1cc(C)c2cc(NC(=O)c3ccc(OC)c(OC)c3)ccc2n1	-2.2%
COc1ccccc1Cn1c(CNS(=O)(=O)c2cccc([N+](=O)[O-])c2)nc2cccnc21	u
COc1ccc(CCC(=O)N2CCCC(n3cc(-c4nc(-c5ccccc5)no4)nn3)C2)cc1 (stereo not drawn)	u
Cc1nc(-c2c3n(c(=O)n(CC(=O)Nc4ccc(C)c(C)c4)c2=O)CCCC3)no1	-6.0%
Cn1c([C@H]2CCN(C3CCOCC3)C2)nc2ccccc21	u
Cc1nc(NCCNS(C)(=O)=O)cc(C2CC(O)C2)n1 (stereo not drawn)	i
O=C(NC1CCCC1)N1CCCC(c2nn[nH]n2)C1 (stereo not drawn)	23.7%
COc1ccc(-c2cnc3n[nH]c(-c4ccc(F)cc4C)c3n2)cn1	i
COc1cccc(-n2c(SCC(=O)Nc3c(C)cc(C)cc3C)nc3c([nH]c4ccccc43)c2=O)c1	u
Cc1nnn2c(C(=O)N3CCOCC3)cccc12	-4.4%[44.1 µM]
Cc1oc(-c2cccc(Cl)c2)nc1CS(=O)(=O)CC(=O)NC(C)CCc1ccccc1 (stereo not drawn)	22.9%
COc1cc(OC)c(NC(=O)c2c(C)oc3ncnc(N4CCCCC4)c23)cc1Cl	i
CCN1CC(c2ccccc2)CC2(CCN(C(=O)COC)CC2)C1 (stereo not drawn)	-7.9%
Cn1ccnc1C(=O)N1CCC(N2C(=O)C3(CCCCC3)C2c2ccncc2)CC1 (stereo not drawn)	u
O=C(NCc1ccccn1)C1CCN(Cc2cc3n(n2)CCCNC3)CC1	14.0%
O=C(COc1ccc(Cl)cc1)OCc1cc(=O)n2nc(C3CCCCC3)sc2n1	i
COc1ccc(CN2C(=O)CO[C@H]3CN(C(C)C)C[C@H]32)cc1	i

High-throughput results deposited in PubChem by National Center for Advancing Translational Sciences (NCATS).
